# Screens from PubChem BioAssay.
# MCL1-BIM inh: inhibitors of MCL1 binding to BIM-BH3, primary screen, biochemical, fluorescence polarization; Induced myeloid leukemia cell differentiation protein Mcl-1 (Homo sapiens), Q07820; GST-MCL1 / FITC-Bim-BH3 fluorescence polarization; inhibition, % at 10.9 µM; hit rate 0.68% among 320,000; AID 2057, 2009;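 active = inhibition above the mean inhibition of all tested compounds plus 3 SD, set per campaign, cut at about 40% in these data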;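 also: 0% = DMSO wells and 100% = unlabeled Bim-BH3 peptide control; higher means more loss of mP so more displacement of Bim peptide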
# Target sequence (Q07820 whole entry, looked up): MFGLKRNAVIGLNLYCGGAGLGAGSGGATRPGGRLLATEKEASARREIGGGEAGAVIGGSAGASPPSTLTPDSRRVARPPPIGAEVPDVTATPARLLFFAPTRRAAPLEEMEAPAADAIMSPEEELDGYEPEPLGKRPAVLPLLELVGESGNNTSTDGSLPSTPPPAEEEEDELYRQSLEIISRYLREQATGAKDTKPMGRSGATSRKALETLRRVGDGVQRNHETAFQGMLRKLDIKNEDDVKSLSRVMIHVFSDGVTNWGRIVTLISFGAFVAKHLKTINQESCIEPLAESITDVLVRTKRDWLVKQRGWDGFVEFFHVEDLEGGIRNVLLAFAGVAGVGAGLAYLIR
# Fam108B inh: mouse Fam108B serine hydrolase inhibitors, primary screen, counter-screen for RBBP9 inhibitor project, biochemical, fluorescence polarization; recombinant Fam108B, FP-Rh probe fluorescence polarization; inhibition, % at 9.51 µM; hit rate 0.33% among 300,000; AID 1947, 2009;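 active = inhibition above the screen mean inhibition plus 3 SD, computed separately per campaign, cut at about 18% in these data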;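 also: inhibitors lower polarization as less probe binds the enzyme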
# PAFAH1B2 FP inh: PAFAH1B2 enzyme inhibitors, primary screen, biochemical, fluorescence polarization, human. Platelet-activating factor acetylhydrolase IB subunit alpha2 (Homo sapiens), P68402. recombinant PAFAH1B2, FP-rhodamine activity probe. inhibition, % at 3.39 µM. hit rate 1.2% among 340,000;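 active = inhibition above the mean of all tested compounds plus 3 SD, cut at about 24% in these data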;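 also: 0% = enzyme with DMSO and 100% = wells lacking PAFAH1B2; many of its hits are not listed in these tables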
# Target sequence (P68402 whole entry, looked up): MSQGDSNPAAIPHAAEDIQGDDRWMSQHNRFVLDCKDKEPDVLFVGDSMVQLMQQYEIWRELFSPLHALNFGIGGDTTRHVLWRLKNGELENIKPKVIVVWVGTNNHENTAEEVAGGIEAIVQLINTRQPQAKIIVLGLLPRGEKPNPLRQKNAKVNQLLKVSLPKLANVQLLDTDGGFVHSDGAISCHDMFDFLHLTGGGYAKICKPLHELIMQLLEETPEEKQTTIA
# GLD-1 TGE inh: GLD-1/TGE RNA complex disruptors, primary screen, biochemical, fluorescence polarization | hit rate 0.44% among 320,000 | Female germline-specific tumor suppressor gld-1 (Caenorhabditis elegans), Q17339 | inhibition, % at 5.96 µM | purified GLD-1 + fluorescein TGE RNA;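 active = percent inhibition above a per-plate cutoff, the plate mean of test compounds plus 3 SD, cut at about 30% in these data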;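 also: 0% = DMSO wells with GLD-1 and probe and 100% = wells lacking GLD-1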
# MEX-5 binding: MEX-5 zinc finger RNA-binding disruptors – biochemical, C. elegans, fluorescence polarization, MLPCN library, primary screen; MEX-5/FITC-TCR2 RNA binding; hits give low values; hit rate 0.38% among 300,000; activity score (negative = inhibition of binding), % at 10 µM; Zinc finger protein mex-5 (Caenorhabditis elegans), Q9XUB2;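 active = inhibition past about -25% in most replicates, and total fluorescence under double the plate's negative control median, limit read from the data; inconclusive = replicates evenly split on the limit, or fluorescence at least double controls; inactive = too little inhibition in most replicates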;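 also: 0% = DMSO and -100% = 5 µM competing unlabeled TCR2 RNA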
# Target sequence (Q9XUB2 whole entry, looked up): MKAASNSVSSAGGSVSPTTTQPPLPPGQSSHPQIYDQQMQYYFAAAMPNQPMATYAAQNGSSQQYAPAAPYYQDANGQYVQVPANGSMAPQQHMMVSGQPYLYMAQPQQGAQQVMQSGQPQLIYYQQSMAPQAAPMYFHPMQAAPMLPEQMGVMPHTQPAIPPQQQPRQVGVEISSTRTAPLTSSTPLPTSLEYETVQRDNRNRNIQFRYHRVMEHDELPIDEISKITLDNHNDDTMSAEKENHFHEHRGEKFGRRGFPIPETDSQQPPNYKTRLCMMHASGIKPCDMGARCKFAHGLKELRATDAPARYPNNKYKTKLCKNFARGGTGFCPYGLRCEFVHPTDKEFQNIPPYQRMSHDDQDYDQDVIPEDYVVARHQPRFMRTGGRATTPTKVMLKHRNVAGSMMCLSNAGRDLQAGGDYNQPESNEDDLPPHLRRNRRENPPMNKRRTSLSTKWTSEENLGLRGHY
# pPAFAH FP inh: pPAFAH enzyme inhibitors, primary screen, biochemical, fluorescence polarization, human; Platelet-activating factor acetylhydrolase (Homo sapiens), Q13093; recombinant pPAFAH, FP-rhodamine probe fluorescence polarization; inhibition, % at 3.39 µM; hit rate 1.5% among 330,000;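 active = inhibition above the mean inhibition across the screen plus 3 SD, cut at about 25% in these data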;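 also: inhibitors block binding of the rhodamine activity-based probe so polarization drops; 0% = enzyme with DMSO and 100% = wells lacking pPAFAH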
# PME-1 inh: PME-1 inhibitors via competitive probe labeling, primary screen, biochemical, fluorescence polarization, FP-Rh probe, HTS | recombinant PME-1 | AID 2130, 2009 | inhibition, % at 5.9 µM | hit rate 0.53% among 320,000 | Protein phosphatase methylesterase 1 (Homo sapiens), Q9Y570;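 active = inhibition above the campaign mean of all compounds plus 3 SD, cut at about 26% in these data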;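 also: competitive labeling of PME-1 active site by serine hydrolase directed probe; 0% = PME-1 with DMSO and 100% = wells lacking PME-1 enzyme; inhibitors block probe labeling so polarization falls and inhibition rises; many of its hits are not listed in these tables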
# Bcl-xL primary: inhibitors of human Bcl-xL, primary screen, biochemical, fluorescence polarization, HTS. inhibition, % at 10.9 µM. hit rate 0.7% among 320,000. Bcl-2-like protein 1 (Homo sapiens), Q07817. AID 2129, 2009. GST-Bcl-xL / FITC-Bim BH3 peptide fluorescence polarization;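 active = inhibition above the mean of all tested compounds plus 3 SD, cutoff set per campaign, cut at about 30% in these data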;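 also: 0% = DMSO wells and 100% = unlabeled Bim-BH3 peptide competitor; inhibitors lower millipolarization by displacing the labeled peptide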
# AHR activator: AHR activators, primary screen, cell-based, luminescence, luciferase reporter, human | Aryl hydrocarbon receptor (Homo sapiens), P35869 | AHR-responsive luciferase reporter cells | activation, % at 5 µM | hit rate 2.5% among 320,000; in the data active = activation above about 47%;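 also: 0% = vehicle wells and 100% = reference agonist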
# * marks the source's active call; other numbers are inactive results; ? = inconclusive; · = not tested or not shown. Some of the compounds tested. The share of hits here may be higher or lower than overall.
canonical_smiles	MCL1-BIM inh	Fam108B inh	PAFAH1B2 FP inh	GLD-1 TGE inh	MEX-5 binding	pPAFAH FP inh	PME-1 inh	Bcl-xL primary	AHR activator
CC1CCN(C(=O)C(NS(=O)(=O)c2cccc3nsnc23)c2ccccc2)CC1 (configuration not stated)	6	1	7	3	-5.5	-2	-3	10	2
Cc1nnc(SCCC(=O)Nc2ccc(Cl)cc2)o1	-2	0	-1	7	-1.2	2	1	-1	-1
Cc1ccc(S(=O)(=O)N2CCN(Cc3ccccc3)CC2)s1	8	·	2	7	·	-5	3	3	-1
CCOc1cc(CNCc2ccccc2)ccc1OCc1ccc(Cl)cc1	4	-7	8	-6	1.2	-3	4	-2	3
CCCC(=O)Nc1ccccc1Sc1ncnc2scc(-c3ccccc3)c12	1	8	2	-4	1.7	6	7	2	1
CCOC(=O)Cn1cc(Cl)c(=O)c(Cl)c1	0	3	6	-4	0.2	1	-2	0	-2
Cc1csc(/N=C/N(C)C)c1C#N	9	-4	5	8	-1.3	0	-10	6	2
COc1ccc(C(=O)c2cc3ccc(O)cc3oc2=O)cc1	-2	3	2	0	-1.6	3	2	8	-2
COC(=O)c1cccc(Oc2nc3c(c(=O)n(C)c(=O)n3C)n2C(C)C)c1	5	-3	7	-1	-0.3	-8	0	3	1
O=C1CN(CC(=O)Nc2ccc(SC(F)F)cc2)CCN1	6	-1	0	3	0.7	4	-2	6	2
Cc1cccc(OCC(=O)N/N=C/CC(C)c2ccccc2)c1C (configuration not stated)	19	4	3	0	-1.7	4	1	3	5
CCOC(=O)CSc1nc2c(c(=O)[nH]1)C(C)(CC)Cc1ccccc1-2 (configuration not stated)	-6	0	15	0	0.4	10	2	1	4
C[C@@H]1NC(=O)OC1c1ccco1 (some centres not stated)	7	·	8	-4	·	2	-1	3	0
COc1ccccc1/C=C1/C(=O)N(c2ccccc2)N=C1C	-10	1	0	1	1.3	8	-4	-2	5
CCCCN(CC)CCNC(=O)c1cn(CCOC)c(=O)c2c1c1ccccc1n2C	6	1	6	1	-2.0	3	2	5	4
Cc1cccc(OCCn2c(=S)[nH]c3ccccc32)c1	0	12	2	-9	-1.1	5	3	1	81*
CC(C)CCNC(=O)c1ccc2c(c1)ncn2C1CCCC1	-1	-2	3	4	2.6	1	-7	4	11
C=C(C)COc1ccc2c(CC)cc(=O)oc2c1	-2	4	8	0	0.1	3	8	0	-5
COc1ccc2nc(N3CCN(C(=O)C4COc5ccccc5O4)CC3)sc2c1 (configuration not stated)	0	1	3	-1	-1.2	5	2	4	4
COC(=O)c1ccc(NC2=CC(=O)CC(C)(C)C2)cc1	-2	-6	1	-12	-1.3	-1	5	-8	13
O=C1CSC2(CCCCC2)N1CCO	4	2	4	4	-3.3	-2	4	2	0
COc1cccc(NC(=O)CSc2nnc(-c3ccoc3C)n2-c2ccccc2)c1	1	0	·	3	-3.4	4	6	2	-2
COC(=O)CN(c1ccc(OC)cc1)S(=O)(=O)c1c(C)noc1C	2	-3	5	-2	0.3	3	4	1	1
CCOP(=O)(OCC)C(NC(=O)Nc1cccc(Cl)c1)C(N)=O (configuration not stated)	9	1	-1	-7	3.3	-6	-2	6	1
CCC(C)(C)C(=O)Nc1ccc(OC)cc1[N+](=O)[O-]	-1	4	1	8	-0.8	-4	6	-3	2
Cc1ccc(S(=O)(=O)N2CCOCC2)cc1NC(=O)CN(C)C1CCS(=O)(=O)C1 (configuration not stated)	9	4	4	7	?	0	-2	8	-1
Nc1nc(CSC(=S)N2CCN(c3ccccc3)CC2)nc(Nc2ccccc2)n1	8	-6	1	0	1.9	-1	-5	2	2
Cc1ccc(C)c(OCc2cc(C(=O)N(C)Cc3nccs3)no2)c1	5	1	1	1	-1.3	6	4	3	4
CC1CCN(c2ccccc2NC(=S)NC(=O)c2ccc(-c3cccc([N+](=O)[O-])c3)o2)CC1	16	-4	2	10	-3.6	1	2	9	1
COc1cc(/C=C(\C#N)c2nc(-c3cc4ccccc4oc3=O)cs2)ccc1O	3	4	2	-7	-6.2	4	4	2	3
Cc1ccc(NC(=O)c2cccc(N3C(=O)CCC3=O)c2)nc1	-5	-5	6	6	1.4	3	-9	-2	3
CC(NC(=O)COC(=O)CNS(=O)(=O)/C=C/c1ccccc1)c1ccccc1 (configuration not stated)	1	·	-1	6	·	17	5	-1	2
CC(=O)Nc1cccc(S(N)(=O)=O)c1C	-1	4	3	0	0.2	1	1	6	2
CCn1c(COc2cccc3cccnc23)nnc1SCC(=O)O	1	0	0	2	-0.8	1	-3	-3	-1
Cc1cc(C)nc(NS(=O)(=O)c2ccc(NC(=O)C3CC3)cc2)n1	2	0	5	-7	2.9	1	8	5	0
CCC1(c2ccccc2)NC(=O)N(CC(=O)Nc2cccc(S(=O)(=O)N3CCCC3)c2)C1=O (configuration not stated)	-3	·	-3	6	·	5	4	-1	2
COc1ccc(-c2cc(C(=O)N3CCOCC3)no2)cc1OC	-1	2	2	9	-4.0	6	-3	0	6
CCOC(=O)NC(=O)CSc1nnnn1-c1ccc(C)cc1	-5	-3	3	-1	1.9	0	-4	1	0
Cc1cccc(NC(=S)N2CCC(c3nc4ccccc4o3)CC2)c1	-1	3	2	-5	1.2	3	3	4	2
COC(=O)c1sccc1NC(=O)Cn1cnc2c1c(=O)n(C)c(=O)n2C	-7	4	-6	-7	1.5	7	-9	-4	3
Cc1nnc(-c2ccc(Oc3ccc(Cl)cc3)c([N+](=O)[O-])c2)o1	7	0	13	10	0.3	4	4	6	2
Cc1ccccc1OCC(O)CN1CCC(C)CC1 (configuration not stated)	0	0	3	1	1.8	1	-9	0	1
CC1(c2ccccc2Cl)NC(=O)N(CC(=O)Nc2ccc(N3CCCCC3)cc2)C1=O (configuration not stated)	3	0	10	4	1.9	5	-4	3	0
Cc1ccc(N(C(=O)c2csnn2)C(C(=O)NC2CCCCC2)c2ccccn2)c(C)c1 (configuration not stated)	10	-1	2	6	0.3	3	3	8	0
C#CCOc1ccc(C2C3=C(CCCC3=O)N(CC(=O)O)C3=C2C(=O)CCC3)cc1Br	18	7	7	3	-0.9	5	-6	13	2
COc1ccc(S(=O)(=O)N2CCCCCC2)cc1C(=O)N(C)Cc1ccco1	-2	4	2	9	1.2	-1	-1	2	2
CCCSc1nc2[nH]ncc2c(=O)[nH]1	-5	1	1	4	0.0	-1	-2	-4	6
O=C(O)/C=C\C(=O)Nc1ccccc1C(=O)NC1CCCCC1	2	1	7	-3	1.6	1	-1	0	0
CCN(CC)S(=O)(=O)c1ccc(NC2CCCc3ccccc32)nc1 (configuration not stated)	-7	4	6	1	0.2	8	5	1	15
COC(=O)C(Cc1ccccc1)NC(=O)CCCC(=O)NCc1cccc(OC)c1 (configuration not stated)	0	0	2	11	-0.4	3	-1	1	-1
COCCCn1c(SC(C)C(=O)NC2CC2)nc2ccccc2c1=O (configuration not stated)	-4	-2	-1	4	-1.2	-3	0	1	-2
O=C(Nc1ccc2c(c1)OCO2)N1CCCC1	4	1	-2	-5	1.5	-9	4	-2	70*
COC(=O)c1ccc(C(=O)Nc2cc(Cl)ccc2Cl)cc1NC(=O)c1ccc(N(C)C)cc1	2	-3	1	7	-0.7	1	5	0	-1
O=C1c2ccccc2C(Nc2ccc(S(=O)(=O)N3CCCCC3)cc2)N1c1ccccn1 (configuration not stated)	1	-4	8	-2	1.6	-6	-8	-3	2
COc1ccc(-c2cc(C(=O)Nc3ccccc3SC)no2)cc1OC	8	1	6	5	0.8	5	2	4	1
Cc1ccc(C)c(OC(=O)c2cccc(S(=O)(=O)N3CCN(C)CC3)c2)c1	-21	0	16	6	-4.7	-1	-3	3	-2
Cc1ccc2ncc([N+](=O)[O-])n2c1	0	-2	-2	7	-0.4	-1	0	-2	-2
COc1ccc(/C=C2/C(=O)OCc3cc(OC)c(OC)cc32)cc1	1	0	-5	-5	1.2	0	-5	1	-2
Cc1ccc(F)cc1NC(=O)Nc1cc(C(C)(C)C)nn1C	-3	1	6	-1	1.3	-3	2	-2	10
O=Cc1ccc(OCc2ccc3c(c2)OCO3)cc1	7	1	4	10	1.5	4	-1	2	2

# Carrying on:
canonical_smiles	MCL1-BIM inh	Fam108B inh	PAFAH1B2 FP inh	GLD-1 TGE inh	MEX-5 binding	pPAFAH FP inh	PME-1 inh	Bcl-xL primary	AHR activator
COCCN(Cc1cc2cc(C)c(C)cc2nc1Cl)C(=O)Nc1ccccc1	-5	-7	1	3	0.4	1	2	-4	1
O=C(O)CCC1(C(=O)O)OCCc2ccccc21 (configuration not stated)	-2	-2	1	1	0.2	3	1	3	1
COc1ccc(N2CCN(C(=O)CN3C(=O)NC(C)(c4ccc5ccccc5c4)C3=O)CC2)cc1 (configuration not stated)	-2	·	3	-5	·	1	6	4	0
CC(C)(C)NC(=O)C1CCN(C(=O)c2ccco2)CC1	4	2	0	0	2.7	1	-1	6	-3
CC(=O)c1ccc(N2CCN(C(=O)c3cc(-c4cccnc4)nc4ccc(Br)cc34)CC2)cc1	5	-3	3	6	-1.1	5	7	8	6
CCN(CC)S(=O)(=O)c1ccc(N/N=C/c2ccc(O)cc2O)nc1	16	22*	4	-3	-0.4	3	48*	11	-3
Cn1c(Cn2c(=O)sc3ccccc32)nnc1SCC(=O)N1CCc2ccccc21	6	-1	6	2	·	-2	3	1	10
Cc1cccc(C(=O)Nc2cc(NC(=O)c3cccs3)ccc2C)c1	6	1	4	0	3.0	4	-3	1	41
O=C(O)CSCC(=O)NCc1cccc(C(F)(F)F)c1	9	-1	6	0	-3.9	2	5	3	-3
CCCCCc1ccc(-c2cn(Cc3ccc(C)cc3)nn2)cc1	4	4	-3	-2	3.3	1	-5	5	2
Fc1ccc(CN2CCN(C(c3ccccc3)c3ccccc3)CC2)cc1	1	-5	2	3	-1.7	-11	-8	-2	2
Cc1ccc(-n2c(C)c([N+](=O)[O-])c3ccc(O)c(CN(C)C)c32)cc1	-1	5	-2	-1	1.8	6	4	6	-1
CCOc1ccc(C(=O)Nc2nnc(S(=O)(=O)N3CCCCC3)s2)cc1	3	2	1	-1	-0.3	3	-1	-1	3
COc1ccc(-c2oc3ccccc3c(=O)c2OCC(=O)O)cc1	6	-4	11	6	0.6	2	4	4	-4
Cc1ccc(S(=O)(=O)N(C)C)cc1NC(=O)C(C)N(C)CCOc1ccc(Cl)cc1 (configuration not stated)	-2	1	2	-1	1.5	9	5	3	1
CCOC(=O)C1=C(CN2CCCCCC2)NC(=O)NC1c1cccc([N+](=O)[O-])c1 (configuration not stated)	3	-3	-1	-1	1.4	4	2	5	-1
O=C(Nc1ccccn1)c1ccc(Cl)c(S(=O)(=O)N2CCCC2)c1	-12	0	3	-4	1.2	1	-5	-4	6
